High-throughput results: PubChem BioAssay, several laboratories
T cell HTS: T cell immune modulators affecting CD8 T cell-vesicle binding | AID 2052 | 2C CD8+ T cell-vesicle binding, flow cytometry; active compounds read low | actives 0.068% (n = 330,000) | calls only at 7 µM;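 active means response, share of CD8 T cells binding vesicles, and their 90th percentile fluorescence all below set limits, cut at about 80% in these data, passing the limit was not always enough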
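material = purified 2C TCR transgenic mouse naive CD8+ T cells | controls = Unloaded micro-vesicles (low), QL9 vesicles with 0.7% DMSO (high) | detection = cytometric PE anti-B7-1 and Alexa647 anti-CD8 signals after 1% paraformaldehyde fixation | incubation = binding step 1.5 h, 37 °C, antibody labelling 20 min, ice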
Dynein transport: blocks dynein driven cargo transport along microtubules; 3617.4 mouse cells, GR-EGFP nuclear translocation imaging; test concentration mostly 20 µM; stimulated with dexamethasone, 1 µM; active compounds read low; z-score, hits read low; actives 0.47% (n = 220,000);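 active means plate z-score of nuclear minus cytoplasmic receptor signal below a set negative limit, without overly bright fluorescence or cell loss, cut at about -3.5 in these data, passing the limit was not always enough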;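 further: z-score of nuclear minus cytoplasmic ring GR-EGFP intensity difference per well; some compounds called inactive have numbers as strong as hits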
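Buffer or medium: tet-free, stripped-serum medium; reagent: dexamethasone at 1.0 µM final, 30 min; incubation: 48 h induction, 1 h compound, 30 min dex at 37 °C; measured by: formaldehyde fixation, Hoechst nuclear stain, 10x automated fluorescence imaging; read-out: nuclear-to-cytoplasmic GR-EGFP distribution per well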
Ins promoter up: MIN6 insulin promoter up-regulation; MIN6 insulin promoter-GFP reporter, high-content imaging; active compounds read high; z-score at 5 µM; actives 0.3% (n = 190,000);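 active means z-score above 3 at 5 µM with at least 500 cells counted in the well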
MT stabilizer: microtubule stabilization, imaging screen. HeLa tubulin immunostaining HCS, 24 h; share of cells brighter than vehicle mean+2SD. % tubulin-high responders, % at 10 µM. actives 0.83% (n = 200,000). AID 2205;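 active means plate Z-score above 3 for both tubulin-high and condensed-nucleus cell shares, with cell loss under 80%, at 10 µM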;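 further: anti alpha tubulin signal scored within the nucleus-defined area of each cell; some results filed as inactive read as strong as hits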
bCat nuc transl: beta-catenin nuclear translocation modulation; HeLa beta-catenin nuclear translocation, immunofluorescence imaging; nuclear translocation activity, % at 5 µM; actives 0.3% (n = 190,000); AID 1665;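 active means nuclear translocation activity above 50% at 5 µM, with a well cell count of 50 or more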;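 further: per-cell ratio of nuclear to cytoplasmic median beta-catenin stain intensity; plate controls were DMSO negative control for no effect and GSK-3 inhibitor IX positive control for full effect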
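Signal – beta-catenin immunofluorescence imaging with DAPI · Test system – human HeLa cell line · Dosing – 5 µM primary single dose, 0.1% DMSO, 0.02–20 µM confirmation series · Measure – % activation, nuclear-to-cytoplasmic median beta-catenin signal ratio per cell · Incubation – 24 h compound exposure at 37°C, 5% CO2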
Myeloid diff MLP: promotes myeloid progenitor differentiation. ER-HoxA9 myeloid progenitors, lysozyme-GFP differentiation, flow cytometry. calls only at 10 µM. actives 1% (n = 360,000);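 active means normalized GFP-positive differentiation at or above the plate's own cutoff, the solvent-only control mean plus 3 SD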;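 further: cells exposed to compound for four days before flow analysis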
TNAP activation fold: human TNAP enzyme activators, primary screen, biochemical, luminescent, no phosphate acceptor, uHTS (AID 1001); actives 0.03% (n = 200,000); one-dose activation fold at 20 µM; EC50 in µM for titrated hits; purified TNAP, luminescent activation assay, no phosphate acceptor; higher activation fold means a stronger effect; in the data active means activation fold from about 3, or a potency from the dose series; inactive means the rest, 99 in 100 with activation fold below about 1.6; further: many of its hits are not listed in these tables
human PMI inhibition: inhibitors of human PMI, primary screen, biochemical, fluorescence intensity, coupled assay (AID 1209). actives 0.42% (n = 190,000). inhibition, % at 20 µM; hits with a dose series show IC50 in µM. purified PMI enzyme, coupled fluorescence intensity; higher % means a stronger effect; in the data active means inhibition above about 50%;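 further: plate controls were DMSO vehicle for no effect and wells lacking substrate for full effect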
Lipid droplet: modulators of hepatic lipid droplet formation | actives 0.4% (n = 240,000) | inhibition, % at 6.5 µM | AML12 mouse hepatocytes, oleate lipid droplets, BODIPY imaging;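 active means lipid droplet intensity inhibited by at least 50%, with more than 500 cells counted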
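Material – AML12 mouse liver cells · Also added – oleate loading, 100 µM · Compound dosing – 6.5 µM single-point dosing · Times – overnight treatment with compound plus oleate · Measured by – fluorescence imaging, 20x objective, two fields per well · Read-out – percent inhibition of filter-corrected integrated lipid droplet intensity per well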
Dynein transport cytoplasmic EGFP: recorded beside Dynein transport, whose call it bears; z-score; measured here: cytoplasmic GR-EGFP intensity; active compounds read high
Dynein transport nuclear GR-EGFP: further read-out of Dynein transport, marked with its call; z-score; measured here: nuclear GR-EGFP intensity;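 lower value marks the stronger effect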
Dynein transport cell count: recorded beside Dynein transport, whose call it bears; z-score; measured here: cell count per field
Ins promoter up cell count: recorded beside Ins promoter up, whose call it bears; cell count; measured here: cytotoxicity, nuclei count;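 total cells summed across four imaged fields per well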
Lipid droplet cells 6.5 µM: second read-out of Lipid droplet, no call of its own (marks repeat the call); cell count; measured here: cell count, cytotoxicity flag;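 cells counted across two imaged fields per well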
bCat nuc transl cell count 5 µM: further read-out of bCat nuc transl, marked with its call; cell count; measured here: cell count, cytotoxicity flag
T cell HTS vesicle-bound %: also measured in T cell HTS; calls as there; double positive events, %; measured here: CD8+ vesicle-bound cell fraction;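 binding gate set so that unloaded-vesicle control wells show 10% double positive cells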
MT stabilizer Hoechst-high %: also measured in MT stabilizer; calls as there; % Hoechst-high responders; measured here: nuclear condensation Hoechst responders;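 share of cells brighter than vehicle mean plus two SD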
MT stabilizer cytotoxicity %: recorded beside MT stabilizer, whose call it bears; toxicity, %; measured here: cytotoxicity by cell density;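 0% = mean cell density of plate MIN control wells and 100% = no cells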
Myeloid diff MLP GFP+ MAC1+ %: second read-out of Myeloid diff MLP, no call of its own (marks repeat the call); GFP+ MAC1+ double positive, %; measured here: differentiation confirmed by MAC1 staining
The depositor's hits bear a star; i = inactive; . = not tested or not shown.

SMILES	T cell HTS	T cell HTS vesicle-bound %	Dynein transport	Dynein transport cytoplasmic EGFP	Dynein transport nuclear GR-EGFP	Dynein transport cell count	Ins promoter up	Ins promoter up cell count	MT stabilizer	MT stabilizer Hoechst-high %	MT stabilizer cytotoxicity %	bCat nuc transl	bCat nuc transl cell count 5 µM	Myeloid diff MLP	Myeloid diff MLP GFP+ MAC1+ %	TNAP activation fold	human PMI inhibition	Lipid droplet	Lipid droplet cells 6.5 µM
CCCOc1ccc(N2C(=O)CC(N(Cc3ccc(S(N)(=O)=O)cc3)C(=O)CC)C2=O)cc1 (stereo not drawn)	i	27	-0.074	0.63	0.11	0.097	0.19	1336	2.7	1.7	4.7	1.7	1076	i	0.6	1	15%	25	714
CCOc1cc(S(=O)(=O)N(CC)CC)ccc1Br	i	48	0.94	-0.22	0.79	-1.2	0.12	1416	2.3	1.9	21	-0.1	1091	i	0.6	1.1	7%	-1	771
Cc1onc(-c2ccccc2)c1C(=O)Nc1ccc(S(=O)(=O)N2CCCC2)cc1	i	38	1.9	0.25	0.65	-0.47	-1.4	1558	2.1	2.1	4.5	2.5	1474	i	1.8	1.1	.	10	733
CCC(C)c1ccc(NC(=O)C2CCN(c3ncccn3)CC2)cc1 (stereo not drawn)	i	50	0.85	-0.26	0.37	-0.26	.	.	2.1	2.9	4.6	-0.3	538	i	1.4	1	-10%	-6	750
CCOCCSc1nc2c(c(=O)[nH]c(=O)n2C)n1CCCc1ccccc1	i	42	0.7	-0.23	-0.12	0.43	0.34	1581	4.5	3.5	17	-3.1	914	i	0.7	1.1	5%	.	.
Cc1ccc(-c2nc(C3CCCN(S(=O)(=O)c4ccc(C(F)(F)F)cc4)C3)no2)cc1 (stereo not drawn)	i	43	-0.66	-0.19	-0.15	0.6	0.65	1231	3.6	3.3	9.0	0.5	975	i	0.9	1.1	2%	0	742
O=C1CN(C(=O)c2ccc(Cl)c(S(=O)(=O)N3CCc4ccccc43)c2)c2ccccc2N1	i	33	0.028	-0.22	0.82	-0.18	-0.7	992	.	.	.	3.2	1161	i	0.4	.	.	-27	677
Cc1ccc(N/C=C/C(=O)c2cccs2)cc1C	i	35	-0.28	-0.32	0.051	0.86	-0.18	1665	2.6	1.2	0.5	0.4	993	i	0.1	1.1	6%	6	725
CCOC(=O)CN1C(=O)S/C(=C/c2cccc([N+](=O)[O-])c2O)C1=O	i	20	0.0018	-0.32	-0.21	0.77	-0.19	1174	2.4	2.0	5.0	-1.5	1068	i	0.3	0.8	-19%	0	654
CCOC(=O)c1sc(=NC(=O)c2ccc(C)c(C)c2)n(C)c1C	i	55	2.5	-0.14	0.79	-0.92	-1	1246	2.2	2.5	0.2	1.1	1080	i	0.2	1.1	-4%	16	762
O=C(CSc1nccc(=O)[nH]1)N1N=C2/C(=C/c3ccco3)CCCC2C1c1ccco1 (stereo not drawn)	i	23	0.031	-0.3	0.33	0.74	2	1273	4.3	2.8	10	-3.4	1046	i	0.8	0.9	-11%	13	694
C/C(=N\NC(=O)c1cccnc1)c1cc2ccccc2o1	i	35	0.36	-0.13	1.1	-2.5	1.1	1249	2.5	2.0	18	-1.5	1089	i	0.3	1.5	6%	5	701
Cc1nc2cc(NC(=O)N3c4ccccc4CC3C)ccc2n1C (stereo not drawn)	i	48	-1.6	-0.022	-0.91	-0.11	.	.	3.8	1.6	0.7	.	.	i	6.6	1.1	4%	19	724
COc1ccc(-c2cc(C(=O)N/N=C/c3ccc4c(c3)OCO4)c3ccccc3n2)c(OC)c1	i	34	0.6	-0.2	0.077	-0.4	-0.76	1178	3.9	1.1	3.0	3.2	1281	i	0.6	1	21%	.	.
CC1CN(c2cc(=O)n(-c3cccc(Br)c3)c(=O)[nH]2)CC(C)O1 (stereo not drawn)	i	22	-0.27	-0.25	-0.093	0.19	1.1	1704	3.2	3.7	6.5	-1.0	1065	i	2.1	1.1	3%	-4	613
CCCCSc1nc(O)cc(=O)n1CC	i	42	-1.3	-0.0089	-0.41	0.38	-0.8	1642	4.5	1.4	8.1	-3.9	1097	i	0.7	1.2	-2%	11	717
O=c1cc(-c2ccccc2Cl)oc2c(NS(=O)(=O)c3ccccc3C(F)(F)F)ccc(O)c12	i	26	-0.83	-0.81	-0.34	0.46	0.54	1130	.	.	.	-1.1	1198	i	1.9	.	.	2	632
CCOC(=O)C1=C(C)N(CCCC(=O)NCc2ccc3c(c2)OCO3)C(=O)NC1c1ccc(Br)cc1 (stereo not drawn)	i	30	1	-0.31	0.79	0.3	-0.22	1377	7.6	5.9	2.8	-1.8	613	.	.	1.1	-8%	-2	679
COc1ccc(-c2nc[nH]c2[N+](=O)[O-])cc1	i	27	0.067	-0.23	0.47	0.25	-0.52	1316	3.3	1.8	6.0	-3.7	1113	i	0.4	1.1	3%	11	644
CCCNC(=O)c1ccc2nc(-c3ccccc3)c(-c3ccccc3)nc2c1	i	21	1.5	-0.22	0.29	-0.25	-1.3	1904	2.3	1.7	8.4	0.7	1113	i	0.8	1.1	4%	-1	644

Entries of single compounds, looked up by structure. Order of values: T cell HTS	T cell HTS vesicle-bound %	Dynein transport	Dynein transport cytoplasmic EGFP	Dynein transport nuclear GR-EGFP	Dynein transport cell count	Ins promoter up	Ins promoter up cell count	MT stabilizer	MT stabilizer Hoechst-high %	MT stabilizer cytotoxicity %	bCat nuc transl	bCat nuc transl cell count 5 µM	Myeloid diff MLP	Myeloid diff MLP GFP+ MAC1+ %	TNAP activation fold	human PMI inhibition	Lipid droplet	Lipid droplet cells 6.5 µM
Listed for CCCNC(=O)c1ccc2nc(-c3ccccc3)c(-c3ccccc3)nc2c1 : i	21	1.5	-0.22	0.29	-0.25	-1.3	1904	2.3	1.7	8.4	0.7	1113	i	0.8	1.1	4%	-1	644
Listed for Cc1ccc(N/C=C/C(=O)c2cccs2)cc1C : i	35	-0.28	-0.32	0.051	0.86	-0.18	1665	2.6	1.2	0.5	0.4	993	i	0.1	1.1	6%	6	725
Listed for Cc1onc(-c2ccccc2)c1C(=O)Nc1ccc(S(=O)(=O)N2CCCC2)cc1 : i	38	1.9	0.25	0.65	-0.47	-1.4	1558	2.1	2.1	4.5	2.5	1474	i	1.8	1.1	.	10	733

The results go on.
SMILES	T cell HTS	T cell HTS vesicle-bound %	Dynein transport	Dynein transport cytoplasmic EGFP	Dynein transport nuclear GR-EGFP	Dynein transport cell count	Ins promoter up	Ins promoter up cell count	MT stabilizer	MT stabilizer Hoechst-high %	MT stabilizer cytotoxicity %	bCat nuc transl	bCat nuc transl cell count 5 µM	Myeloid diff MLP	Myeloid diff MLP GFP+ MAC1+ %	TNAP activation fold	human PMI inhibition	Lipid droplet	Lipid droplet cells 6.5 µM
CSCCCNC(=S)Nc1cccc(S(=O)(=O)NC2=NCCC2)c1	i	9	-0.35	-0.26	0.25	-0.23	0.08	1348	3.8	4.1	11	-1.2	1085	i	0.4	1	-1%	9	686
CC(C)(C)NC(=S)NCC1CC1	i	30	-0.52	-0.27	-0.27	0.14	0.96	1327	.	.	.	1.5	1289	i	1.7	.	.	7	695
O=C(c1ccccc1)c1cnc(Nc2ccccc2Cl)s1	i	32	-0.63	-0.24	-0.078	0.25	.	.	1.5	2.0	7.4	.	.	i	1.7	1.2	19%	.	.
CCn1c(=O)cc(OCC(=O)Nc2cccc(C)n2)c2ccccc21	i	21	-0.018	-0.25	-0.13	0.42	-0.88	1019	1.0	1.5	7.1	.	.	i	1.2	1.2	-12%	6	754
CCC(=O)N(Cc1ccco1)c1nc(-c2cc(OC)ccc2OC)cs1	i	38	-0.24	-0.27	-0.76	0.39	0.06	1193	3.7	2.5	0.8	-3.4	1291	i	1.3	1.1	-4%	-19	707
Cc1ccc(CC2C(=O)N(c3nc(C)cc(C)n3)C(=O)C2C)cc1 (stereo not drawn)	i	7	0.69	-0.22	0.77	0.29	0.2	1718	7.4	2.2	7.1	-1.8	846	i	0.3	1	-1%	-18	620
CC(c1ccccc1)N1CCn2c(nc3cc(NC(=O)c4cccs4)ccc32)C1 (stereo not drawn)	i	24	-0.29	-0.17	-0.14	0.25	.	.	4.4	2.0	2.0	-3.6	1206	i	6.9	1	-32%	12	738
CCOC(=O)C1CCCN(S(=O)(=O)c2ccc(S(N)(=O)=O)cc2)C1 (stereo not drawn)	i	64	-0.35	-0.3	-0.21	0.7	-1.1	1288	2.5	1.0	5.2	0.5	1095	i	0.3	1.2	7%	-3	679
COc1ccc(S(=O)(=O)N(CCCN2CCOCC2)Cc2cccc(OC)c2OC)cc1	i	26	0.22	0.057	0.16	-0.016	0.5	987	1.8	0.9	4.9	.	.	i	0.8	1.1	-7%	13	807
CCc1ccccc1NC(=S)N(CCCN(C)C)Cc1cc2cc3c(cc2[nH]c1=O)OCO3	i	57	0.34	-0.23	0.49	-0.86	0.03	1397	1.9	2.2	7.2	0.5	1524	i	0.4	1.1	4%	-20	491
O=S(=O)([O-])C/C(=C\c1ccc(Cl)cc1)c1cc[n+](CCO)cc1	i	61	-0.8	-0.32	-0.51	0.81	0.5	1607	4.7	1.3	4.0	-1.7	1123	i	0.3	1.1	-7%	7	661
